HT1080-NT tox: qHTS for induction of synthetic lethality in tumor cells producing 2HG: qHTS for the HT-1080-NT fibrosarcoma cell line | HT-1080-NT fibrosarcoma viability, CellTiter-Glo ATP luminescence, 48 h | 360,000 compounds, 1.6% hits | AID 686970, 2013 | Potency, µM (titrated, usually from 46.1 µM), for the others: at the highest dose activity, negative = less viability, actives largely listed as cytotoxic;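 also: NT is the 2HG producing partner of a matched IDH1 knockdown line; 0% = DMSO-treated cells and -100% = media-only wells without cells; nearly all actives have a fitted effect of over 55% in size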
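Luminescent CellTiter-Glo readout after 48 hours of compound exposure at 37 degrees C defined viability of HT-1080-NT cells. Activity was normalized to DMSO wells and cell-free media wells; concentration-response curves were fitted and assigned curve classes.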
HT1080 IDH1KD tx: qHTS for induction of synthetic lethality in tumor cells producing 2HG: qHTS for the HT-1080-IDH1KD cell line; HT-1080 IDH1 knockdown viability, ATP luminescence, 48 h; AID 686971, 2013; Potency, µM (highest dose often 46.1 µM), inactives show top-dose activity, negative = toxicity, actives largely listed as cytotoxic; 360,000 compounds, 2% hits;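 also: 0% = DMSO wells and -100% = cell-free medium wells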
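% activity derives from luminescence (CellTiter-Glo), normalised to DMSO and no-cell wells. HT-1080-IDH1KD cells, 750/well, had 48 h compound exposure at 37 °C.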
GLP-1R inv ag: qHTS of GLP-1 Receptor Inverse Agonists (Inhibition Mode); Glucagon-like peptide 1 receptor (Homo sapiens), P43220; HEK293 GLP-1R CRE-luciferase, luminescence, 24 h; GLP-1R form is constitutively active; Potency, µM (titrated, usually from 38.3 µM), for inactives: top-dose activity change, negative = inhibition, most hits filed as inhibitors; 410,000 compounds, 1.6% hits; also: % is scaled to controls: 0 for no effect and ±100 for the full control effect; nearly all actives have a fitted effect of over 55% in size
Target sequence (P43220 whole entry, looked up): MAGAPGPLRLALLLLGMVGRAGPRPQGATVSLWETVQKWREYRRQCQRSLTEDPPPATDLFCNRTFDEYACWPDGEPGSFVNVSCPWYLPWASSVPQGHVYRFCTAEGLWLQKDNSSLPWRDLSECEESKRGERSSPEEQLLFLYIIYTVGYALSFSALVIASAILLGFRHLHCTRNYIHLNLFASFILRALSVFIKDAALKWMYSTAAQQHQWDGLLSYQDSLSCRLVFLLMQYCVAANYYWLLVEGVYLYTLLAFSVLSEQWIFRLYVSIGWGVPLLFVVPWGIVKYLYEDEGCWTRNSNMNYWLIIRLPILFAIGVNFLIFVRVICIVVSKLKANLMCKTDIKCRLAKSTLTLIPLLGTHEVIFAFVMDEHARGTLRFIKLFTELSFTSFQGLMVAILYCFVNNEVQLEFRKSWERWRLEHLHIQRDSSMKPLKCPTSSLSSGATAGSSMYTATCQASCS
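Using stably transfected HEK293 (constitutively active GLP-1R, cAMP-luciferase reporter), compounds were incubated 24 hr and luciferase measured by luminescence.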
GLP1R cytotox: qHTS of GLP-1 Receptor Inverse Agonists: Cytotox Screen. HEK293 cAMP-luciferase reporter cells, luminescence, 24 h. Potency, µM (series often up to 38.3 µM), for inactives: at the top dose activity change, negative = inhibition, most hits filed as inhibitors. 410,000 compounds, 0.13% hits;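 also: loss of luciferase light is scored as toxicity; % is scaled to controls: 0 for no effect and ±100 for the full control effect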
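To flag toxic compounds, the library was rerun on cells for 24 hr at 37 deg C and 5% CO2. Viability-linked luminescence was captured 12 min after adding luciferase detection reagent.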
SW480 rereplic: A quantitative high throughput screen for small molecules that induce DNA re-replication in SW480 colon adenocarcinoma cells | AID 624297, 2012 | Potency, µM (titrated, usually from 46.1 µM), for inactives: top-dose re-replication activation, actives largely listed as activators | SW480 DNA re-replication, Hoechst DNA content imaging, 48 h | 340,000 compounds, 1.8% hits; also: % of control where 0% means no effect; nearly all actives have a fitted effect of over 55% in size
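Cells (250 per well) received 23 nL compound or DMSO by pin tool and were kept 48 hr at 37 C, 5% CO2. Nuclei were then stained with Hoechst for 40 min and scanned for DNA content.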
GLP-1R agonist: qHTS of GLP-1 Receptor Agonists; Glucagon-like peptide 1 receptor (Homo sapiens), P43220; HEK293 GLP-1R CRE-luciferase, luminescence, 4-6 h; cells express a hypersensitive GLP-1R form; Potency, µM (top dose mostly 45.6 µM), without a hit: top-dose activation, actives largely listed as activators; 380,000 compounds, 0.007% hits; also: % of control where 0% means no effect
KB-V1 MDR tox: qHTS assay for MDR1-selective chemotherapeutics: Primary screen using the drug-selected MDR subline cells KB-V1. KB-V1 MDR cells viability, CellTiter-Glo, 72 h. Potency, µM (titrated, usually from 46.1 µM), for inactives: at the highest dose activity change, negative = cytotoxicity, hits mostly cytotoxic. 400,000 compounds, 3.4% hits. AID 1347076, 2019; also: % is scaled to controls: 0 for no effect and ±100 for the full control effect; nearly all actives have a fitted effect of over 60% in size
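Drug-selected KB-V1 cells, grown in DMEM lacking phenol red with 10% FBS, receive compound titrations; after three days at 37 degrees C, surviving cell ATP is quantified by CellTiter-Glo luminescence and responses normalized and curve-fitted.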
KB-3-1 tox: qHTS assay for MDR1-selective chemotherapeutics: Primary screen using the parental adenocarcinoma cell KB-3-1; KB-3-1 viability, CellTiter-Glo ATP luminescence, 72 h; Potency, µM (top dose mostly 46.1 µM), inactives show at the top dose activity change, negative = cytotoxic, usual class: cytotoxic; 400,000 compounds, 1.4% hits; also: % is scaled to controls: 0 for no effect and ±100 for the full control effect; nearly all actives have a fitted effect of over 60% in size
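KB-3-1 parental drug-naive adenocarcinoma cells in DMEM/10% FBS, incubated 72 h at 37 C with pin-transferred compounds across a concentration series. Viability by CellTiter-Glo luminescence; concentration-response curves fitted after normalization.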
TDP43 rescue: qHTS of TDP-43 Inhibitors. TDP-43 expressing yeast growth rescue, BacTiter-Glo, 24 h. Potency, µM (highest dose often 46.1 µM), without a hit: top-dose growth rescue (activation), actives largely listed as activators. 410,000 compounds, 1.8% hits. AID 652104, 2013; also: % of control where 0% means no effect; nearly all actives have a fitted effect of over 50% in size
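Cell-based yeast growth screen: TDP-43 expression induced in galactose, inoculum OD600=0.02 after raffinose pregrowth to mid-log. Read-out BacTiter-Glo luminescence at 24 hr, 30 deg C; inhibition of toxicity seen as signal increase.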
Active calls of the source: *; ? = inconclusive; / = no result given; [ ] = another dose, or the depositor's remark. Calls follow the shape of the dose curve; as a rule, active = well fitted curve in the direction sought with a large enough effect; inconclusive = small, poorly fitted or top-dose-only effect, or another doubt; inactive = no such curve, though single readings can be large; an effect the other way counts as inactive or inconclusive. Potency is read from the fitted curve at half-maximal effect. Rows are unselected; about 9.4% have a hit in one of these screens.

SMILES	HT1080-NT tox	HT1080 IDH1KD tx	GLP-1R inv ag	GLP1R cytotox	SW480 rereplic	GLP-1R agonist	KB-V1 MDR tox	KB-3-1 tox	TDP43 rescue
CSC1=NNC(c2ccc(C(C)(C)C)cc2)=NN1	2%	-1%	16%	-6%	-11%	-2%	17%	7%	25%
Cn1ccc(NC(=O)Nc2cccc(C(F)(F)F)c2)n1	14%	2%	?	-6%	1%	10%	18%	7%	-11%[0.397 µM]
CCOC(=O)C1(Cc2cccc(F)c2)CCN(CC2CC2)CC1	15%	-5%	5%	-13%	-2%	6%	3%	3%	-16%[0.397 µM]
CCN(C(=O)COC(=O)c1cccs1)c1c(N)n(Cc2ccccc2)c(=O)[nH]c1=O	-1%	0%	7%	-2%	-2%	0%	0%	4%	5%
CC(O)C1CCC2C3CCC4CC(O)CCC4(C)C3C(=O)CC12C (stereo not given)	1%	2%	1%	2%	-9%	0%	0%	0%	10%
CCOc1ccc(Br)cc1C1=CC(=O)C[C@H](c2ccc(OC)cc2)C1	?	5.8µM*	?	-13%	7.3µM*	25%	16µM*	5.8µM*	0%
Cc1cc(C(=O)NC(C)CCC(C)C)c2ccccc2n1 (stereo not given)	0%	-11%	-3%	3%	-40%[inhibitor]	4%	-17%	0%	10%
CN(C)N=Nc1ccc(S(=O)(=O)N2CCSC2C(=O)O)cc1 (stereo not given)	14%	?	5%	7%	-7%	-5%	-14%	7%	-6%
CCOC(=O)C1=C(c2ccccc2)NC(=S)NC1c1ccc(C)c([N+](=O)[O-])c1 (stereo not given)	-20%	-16%	?	?	?	-12%	2.9µM*	2%	6%
Cc1ccc(NC(=O)c2cc(S(=O)(=O)NCC3CCCO3)ccc2F)cc1 (stereo not given)	-2%	-1%	-11%	5%	/	2%	?	0%	9%
Cn1c(=O)n(C)c2cc(S(=O)(=O)Nc3ccccc3)ccc21	-2%	-6%	18%	10%	3%	11%	-19%	-3%	-14%
CCCOc1ccc(C2C(C(=O)c3ccc(C)o3)=C(O)C(=O)N2CCCn2ccnc2)cc1 (stereo not given)	21%	21%	4%	-1%	-33%[inhibitor]	4%	?	-23%	5%

Two entries from above, as a markdown table.
| compound | HT1080-NT tox | HT1080 IDH1KD tx | GLP-1R inv ag | GLP1R cytotox | SW480 rereplic | GLP-1R agonist | KB-V1 MDR tox | KB-3-1 tox | TDP43 rescue |
| --- | --- | --- | --- | --- | --- | --- | --- | --- | --- |
| Cc1ccc(NC(=O)c2cc(S(=O)(=O)NCC3CCCO3)ccc2F)cc1 (stereo not given) | -2% | -1% | -11% | 5% | / | 2% | ? | 0% | 9% |
| Cn1c(=O)n(C)c2cc(S(=O)(=O)Nc3ccccc3)ccc21 | -2% | -6% | 18% | 10% | 3% | 11% | -19% | -3% | -14% |

Remaining list, next part
SMILES	HT1080-NT tox	HT1080 IDH1KD tx	GLP-1R inv ag	GLP1R cytotox	SW480 rereplic	GLP-1R agonist	KB-V1 MDR tox	KB-3-1 tox	TDP43 rescue
C=CCn1c(O)c(N=NC(=O)c2ccc3c(c2)OCO3)c2ccccc21	2%	8%	1%	-14%	-2%	-1%	-16%	-4%	7%
CCC(=O)N1CCCc2cc(S(=O)(=O)CCC(=O)Nc3ccccc3C)ccc21	12%	-5%	1%	-3%	16%	-1%	-1%	9%	-11%
CN(C)C(=O)N1CCC(C(=O)NCc2ccc(F)cc2)CC1	0%	-2%	11%	5%	-3%	-4%	-6%	9%	6%
NC(=O)c1ccsc1NC(=O)CS(=O)(=O)c1ccc(Cl)cc1	3%	2%	10%	-11%	0%	1%	13%	2%	-2%
COc1cc2c3c(c1OC)C(=O)CC3CCCC2 (stereo not given)	14%	5%	26%	-3%	/	13%	2%	0%	0%
N/C(=N\OC(=O)Cc1ccc(-c2ccccc2)cc1)c1cccnc1	-16%	-11%	0%	3%	-2%	16%	?	-1%	?
COc1cccc(CNC(=O)C2CCCN(c3nc4ccccc4o3)C2)c1 (stereo not given)	1%	5%	0%	3%	2%	-2%	2%	3%	-16%
Cc1ccc(C(=O)NCC(=O)NC2CC2)cc1	1%	-1%	-6%	14%	6%	0%	0%	-19%	6%
COc1cc(NS(=O)(=O)c2ccc3c(c2)C(C)(C)C(=O)N3C)cc(OC)c1	0%	1%	11%	-18%	-2%	-10%	28%	14%	9%
CCOC(=O)c1ccc(NC(=O)CSc2nnc(CNC(=O)c3ccc(OC)cc3)n2CC)cc1	/	/	5%	4%	/	-1%	-1%	-12%	-14%
CC(CC(=O)NCc1ccc(Cl)cc1)c1ccccc1 (stereo not given)	9%	8%	?	15%	-5%	-6%	-4%	0%	18%
O=C(Nc1ccccc1)c1ccc2nsnc2c1	3%	-6%	5%	7%	-2%	3%	4%	1%	-14%
Cc1cc(C(=O)NCCC2=CCCCC2)ccc1[N+](=O)[O-]	5%	12%	2%[7.66 µM]	-7%[7.66 µM]	-4%	21%	-22%	-10%	3%[9.22 µM]
CCc1ccc(OCCCC(=O)Nc2nnc(C3CCCO3)s2)cc1 (stereo not given)	0%	2%	4%	0%	-10%	1%	-27%	9%	-12%[9.22 µM]
CC1=N/C(=C\c2ccc([N+](=O)[O-])cc2)C(=O)N1c1ccc(F)cc1F	?	-8%	16%	13%	8%	4%	-3%	-19%	-25%
O=C(N/N=C/c1ccncc1)C1CC1(c1ccccc1)c1ccccc1 (stereo not given)	-12%	-2%	?	17%	-8%	22%	-11%	-17%	-15%
Cc1ccc(N2C(N)=C(C#N)C(c3ccsc3)C3=C2CC(C)(C)CC3=O)cc1 (stereo not given)	-20%	-12%	-7%	-23%	-2%[9.22 µM]	2%	-6%	?	-4%
Nc1nc2c(ncn2[C@@H]2O[C@H](CNS(=O)(=O)c3cccnc3)[C@@H](O)[C@H]2O)c(=O)[nH]1	22%	18%	25%	-9%	/	7%	5%	0%	22%
CN=c1scc(-c2cccs2)n1/N=C/c1ccccc1O	?	?	?	-13%	11%	-7%	?	?	3%
CC(C)c1[nH]c(=O)c(C#N)c2c1COC(C)(C)C2	13%	-4%	44%[activator]	-54%	1%	-3%	7%	4%	-17%
CC(C)(C)c1csc(NNC(=O)c2ccc(Br)cc2)n1	?	9.2µM*	?	-2%	0%	6%	?	?	?
COc1ccc(S(=O)(=O)Nc2nc3c(s2)C(=O)CC(C)(C)C3)cc1	-2%	17%	11%	4%	-9%	1%	1%	-9%	-21%
O=C(NCc1ccc2c(c1)OCO2)C1CCN(S(=O)(=O)c2ccc(F)cc2)CC1	1%	0%	?	-3%	-5%	-6%	5%	-3%	-3%
O=C(Nc1sc2c(c1CN1CCOCC1)CCC2)c1ccc(F)cc1	8%	8%	-5%	-8%	-5%	-4%	2.1µM*	-2%	5%
Cc1ccc(C2CC(c3cccc(NS(C)(=O)=O)c3)=NN2S(C)(=O)=O)cc1 (stereo not given)	-3%	-3%	-13%	-5%	11%	11%	-9%	-18%	11%
CCn1cc(C(=O)NCC2CCCO2)c(=O)c2cc(S(=O)(=O)N(C)C3CCCCC3)ccc21 (stereo not given)	-4%	-2%	6%	-11%	-5%	-2%	0%	-3%	4%
Cc1sc2c(c1C)c(=O)n(CCc1ccccc1)c(=O)n2Cc1cccc(F)c1	/	/	9%	6%	/	/	0%	-12%	-5%
Cc1ccc(-c2cn3cccnc3n2)cc1NC(=O)c1c(-c2ccccc2Cl)noc1C	-27%	-30%	-7%	-4%	?	1%	4.6µM*	12µM*	4%
O=C(Nc1cccc(S(=O)(=O)N2CCCC2)c1)c1ccc(Cl)nc1	?	6.5µM*	?	-19%	18µM*	15%	?	?	-11%
Cc1ccc(/C=C2\CCOC2=O)cc1	25%	17%	4%	-10%	10%	9%	1%	14%	0%
Cc1ccc(S(=O)(=O)N2CCN(c3ncnc4sccc34)CC2)cc1	-27%	-25%	31%	25%	1%	17%	?	?	3%
CC1CCN(C(=O)COC(=O)c2cc(Cl)c3c(c2)OCO3)CC1	3%	3%	-4%	-15%	-1%	2%	21µM*	0%	-33%[inhibitor]
O=C1OCCN1C(=O)[C@H]1[C@H](c2ccc([N+](=O)[O-])cc2)C(c2ccc(F)cc2)=NN1c1ccc(Br)cc1	-19%	?	10µM*	-15%	-1%	-2%	0%	-13%	6%
COc1ccccc1N1CCN(C(=O)COc2ccc(Cl)cc2)CC1	-21%	-28%	?	-25%	17%	3%	-18%	-21%	9%
O=C(CCSCCc1ccncc1)NCCCN1CCOCC1	6%	7%	18%	-5%	0%	-11%	8%	9%	6%
Cc1nn(-c2ccccc2)c2c1C(c1ccc(Br)s1)C(C#N)=C(N)O2 (stereo not given)	-9%	-3%	?	-9%	-2%	7%	-9%	-14%	6%
COc1ccc2cc3cc(C(=O)N4CCN(c5ccc(C(C)=O)cc5)CC4)sc3nc2c1Cl	/	/	-5%	0%	/	/	-4%	1%	0%
Cc1ccc(Nc2nc(-c3ccncc3)cs2)cc1	-30%	-5%	?	-3%	29%	14%	12%	-1%	?
CC(C)c1csc(CN2CCC(CO)(Cc3cccc(F)c3)CC2)n1	0%	-14%	-6%[7.66 µM]	0%[7.66 µM]	-1%	1%	?	?	14%
CCOC(=O)C1(CCOc2ccccc2)CCN(Cc2cc(OC)cc(OC)c2)CC1	?	?	10µM*	-26%	?	1%	?	?	0%

High-throughput results: PubChem BioAssay, National Center for Advancing Translational Sciences (NCATS)
